CFTR F508del cor: correctors of CFTR F508del function in bronchial epithelial cells; CFBE cells, YFP halide quenching; stimulated with forskolin plus potentiator P3; % fluorescence drop versus neutral controls; activity (quench increase), % at 7.58 µM; 0.36% of 350,000 active; AID 720511;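 active = mean added fluorescence quench of at least 8% versus neutral control, with both replicates also reaching 8%; inconclusive = only one of the mean or replicate conditions met; inactive = mean below 8% and not both replicates reaching 8%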;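 note: cells transiently co-express mutant CFTR-F508del with the halide-sensitive YFP; corrector assay measuring rescue of mutant channel to the surface after 24 h compound exposure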
PglD inh: PglD (C. jejuni) enzyme inhibition. inhibition, % at 12.5 µM. 0.098% of 360,000 active. purified PglD enzyme, DTNB colorimetric CoA detection; in the data active = inhibition above about 16%, passing the limit was not always enough; inconclusive = no clear call, values can overlap the other calls; note: strong numbers were not always called active
miR-122 sensor: inhibitors of miR-122 in Huh7 cells. Huh7 miR-122 Renilla luciferase sensor, 48 h; neutral wells = 0, positive control = 100. activation (reporter increase), % at 12.5 µM. 0.3% of 340,000 active. AID 602342;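 active = mean replicate activation score at least 90 and every replicate individually at or above 90; inconclusive = only one of the two criteria met; inactive = neither criterion met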;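 note: higher luciferase means less miR-122 activity so hits act as miR-122 inhibitors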
Cneo AK release: Cryptococcus neoformans lysis via adenylate kinase release; C. neoformans lysis, adenylate kinase release luminescence, 4 h; normalised: neutral wells 0, clomiphene wells 100; lysis activity, % at 15 µM; 0.2% of 360,000 active; AID 651654;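 active = mean lysis activity across replicates of at least 80%, whatever share of replicates individually reach that level; inactive = mean lysis activity below 80%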
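Material – log-phase Cryptococcus neoformans yeast cells · Input – 5 × 10^6 yeast cells/mL · Medium – fresh YPD growth medium · Doses – single compound concentration per well · Timing – static 4 h at 37 °C with compound, 1 h detection · Detection – adenylate kinase release luminescence · Read-out – signal increase indicating cell lysis · Control set – Clomiphene as positive lysis control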
PGC1a acetyl inh: lowers PGC1a acetylation signal in U2OS cells. AlphaScreen anti-acetyl-lysine; with virally co-expressed GCN5 acetyltransferase. 0.17% of 350,000 active. inhibition, % at 15.6 µM;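 active = every replicate shows inhibition of at least 40%; inconclusive = mean inhibition at least 40% but some replicate below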;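 note: 0% = neutral control wells and 100% = positive control wells; some results beyond the cut were filed as inactive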
INS-1E GSIS act: GLuc luminescence reporter in INS-1E cells, primary screen for activators of glucose-dependent secretion of insulin; INS-1E GLuc reporter insulin secretion, 2-3 h; activation, % at 16.6 µM; 0.61% of 370,000 active; AID 743287;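 active = lowest replicate activation of at least 40%, so every replicate reaches that level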;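 note: 0% = median of neutral control wells and 100% = median of IBMX positive control wells; some compounds called inactive have numbers as strong as hits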
C2C12 statin: protects C2C12 myotubes from simvastatin toxicity; ATP luminescence, 48 h; scaled: DMSO 0, geranylgeraniol control 100; rescue of ATP level, % at 7.49 µM; 0.78% of 330,000 active; AID 602340;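 active = mean ATP rescue above about 67%, or every replicate alone reaching that limit, limit read from the data, passing the limit was not always enough; inconclusive = no clear call, values can overlap the other calls; inactive = mean under the limit and some replicate under it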;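 note: myotubes were challenged with 10 µM simvastatin during compound exposure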
FN deposit inh: fibronectin deposition inhibition. inhibition, % at 12.6 µM. 0.086% of 350,000 active. AH1F fibroblasts, Alexa488-fibronectin deposition fluorescence, overnight. AID 743247;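 active = mean inhibition across replicates of 30% or more, regardless of how many single replicates reach that level; inconclusive = mean under 30% yet at least half of replicates reach 30%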;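 note: positive control wells lacked labelled fibronectin entirely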
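Material: AH1F fibroblasts assembling fluorescent fibronectin matrix; amount: 10000 AH1F cells/well; medium: DMEM, 2% serum; reagent: Alexa488-fibronectin, 24 nM final in well; dosing: single compound dose, delivered by pin transfer; incubation: 1 h adhesion, overnight exposure; detection: fluorescence after three HBSS washes, excitation 485 nm, emission 525 nm; measure: fibronectin deposition inhibition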
Numbers without * were called inactive; ? = inconclusive; / = no result given; & = joins results of further samples; [ ] = remark or other dose. Outcome played no part in choosing rows; 2.1% or so of the library scored in one or more.

SMILES	CFTR F508del cor	PglD inh	miR-122 sensor	Cneo AK release	PGC1a acetyl inh	INS-1E GSIS act	C2C12 statin	FN deposit inh
O=C(NCC[C@H]1CC[C@@H](NC(=O)C2CCCCC2)[C@@H](CO)O1)Nc1ccc(Cl)cc1	1.1	12	5[16.7 µM]	-2	0	-6	-5	-19
O=C(CSc1nnc2ccccn12)NC(=O)Cc1ccccc1	1.2	/	2	/	-8	-11	/	-1
CC(=O)NC1C(OCCOc2ccc(Cl)cc2C)OC(CO)C(O)C1O (stereo unspecified)	2.0	-7	-5	0	-1	6	7	6
CCC(C)(C)NC(=O)CN(C(=O)CCC(=O)Nc1nccs1)c1ccc2c(c1)OCCO2	-0.1	7	2	-2	1	-3	-4	1
CCCn1c(SCC(=O)Nc2nnc(CC)s2)nnc1-c1ccco1	/	-7	-1	9	-7	/	16	/
O=C(/C=C/c1cccs1)c1ccc(NC(=O)c2cccc(Br)c2)cc1	/	/	-2	-1	48*	/	-22	-9
Cc1onc(-c2ccccc2Cl)c1C(=O)NCc1nnnn1-c1ccc(F)c(F)c1	-1.1	-3	6	2	-1	7	1	22
CC(=O)c1ccc(N2CCN(C(=O)[C@H](C)NC(=O)c3ccccc3Cl)CC2)cc1	1.0	8	7	1	-8	1	1	0
CCS(=O)(=O)N1CCC(C(=O)Nc2cc([N+](=O)[O-])ccc2C)CC1	0.1	-13	-5	-3	-1	-7	-15	3
O=C(C[C@@H]1C=C[C@H](NC(=O)c2cccnc2)[C@H](CO)O1)NCCN1CCCCC1	-1.4	/	/	/	2	1	-11	-4
CSc1ccccc1NC(=O)CN(C)C(=O)c1ccc(-n2cccn2)cc1	0.1	-1	7	0	8	9	5	9
Cc1ccccc1-c1n[nH]nc1C1=CC(=O)CC(C)(C)C1	-2.6	3	-7	-1	-2	6	11	6
COc1cccc2c(=O)n(CC(=O)Nc3cccc(F)c3)ccc12	5.0	/	5	10	17	2	-6	-5
COc1ccc(NC(=O)CN(C)C2CCCCC2)cc1Cl	0.4	/	-4	/	2	-9	2	5
Cc1ccc(C)c(N2CCN(S(=O)(=O)c3ccc4c(c3)C(C)(C)C(=O)N4C)CC2)c1	0.1	-2	0	0	-13	-5	24	12
CCOC(=O)c1[nH]c2ccccc2c1NC(=S)Nc1cc(C)ccc1C	-1.4	-5	-3	1	-2	/	7	-5
O=C(O)C1CCCN1c1ncnc2c1oc1ccccc12 (stereo unspecified)	/	-1	0	4	1	/	/	/
CCNC(=O)C[C@@H]1CC[C@@H]2[C@H](COC[C@H](O)CN2C(=O)c2ccccn2)O1	-3.4	1	-1[16.7 µM]	2	-1	8	0	-6
C[C@H]1CN([C@@H](C)CO)C(=O)c2cc(/C=C/c3ccccc3)cnc2O[C@@H]1CN(C)C(=O)Cc1ccccn1	0.8	-7	-3[16.7 µM]	7	11	-11	1	/
CC1C(=O)N2CCCc3cc(NC(=O)C4CCCCC4)cc1c32 (stereo unspecified)	-0.6	-2	/	-3	/	28	/	0
CC(C)(C)NC(=O)NC(=O)CN1CCN(C(c2ccccc2)c2ccccc2)CC1	-1.5	/	-2	/	6	-23	/	6
O=C(CSc1nnc2scc(-c3ccc(F)cc3)n12)NCc1ccco1	/	1	/	-1	0	29	3	/
O=C(CCN1C(=O)c2ccc([N+](=O)[O-])cc2C1=O)Nc1ccc(O)cc1C(=O)O	-3.1	/	-4	/	12	-1	/	2
Cc1ccc(C(=O)O/N=C2\CCCc3ccccc32)cc1	/	-1	4	11	2	/	4	6
O=C(Nc1nnc(S(=O)(=O)N2CCCC2)s1)c1ccccc1F	1.7	-4	-7	-2	-1	7	2	1
C[C@H]1CCCCO[C@@H](CN(C)C(=O)Nc2ccc(C(F)(F)F)cc2)[C@@H](C)CN([C@@H](C)CO)C(=O)c2cc(NC(=O)Nc3cccc4ccccc34)ccc2O1	-0.5	-4	3[16.7 µM]	1	/	23	38	-4
Cc1ccc(C)c(S(=O)(=O)Nc2ccccc2C(=O)Nc2ccccc2N2CCOCC2)c1	/	2	10	-7	-6	/	16	29
O=C(NCc1cccs1)C1CCCN(C(=O)Nc2ccc(F)cc2)C1 (stereo unspecified)	-3.1	-6	4	0	-43	-6	2	0
COC(=O)C[C@H]1CC[C@H]2[C@@H](COC[C@H](O)CN2S(=O)(=O)c2ccccc2C)O1	0.0	1	-8[16.7 µM]	5	2	10	18	3
Cc1ccc(C(=O)OCC(=O)Nc2cccc(S(=O)(=O)N3CCCCC3)c2)s1	-1.8	6	2	3	-3	/	-7	-8
Cc1cc(Oc2cccc3c2S(=O)(=O)N(C2CCCC2)CC(COCc2ccccc2)O3)cc(C)c1C (stereo unspecified)	4.5	-5	-2	-2	0	-6	-4	2
CC(C)C[C@H]1CN=C(Nc2ccccc2)N1CCCC1CCCCC1	-0.5	-5	5	-1	-9	8	-47	6
O=C(CSc1nnc(CNC(=O)c2ccccc2)o1)Nc1nccs1	-3.2	7	-7	-1	6	17	/	1
COC(=O)CCc1c(C)[nH]c(C(=O)OCc2ccccc2)c1C	/	8	3	-5	-10	/	2	/
O=C(/C=C/c1ccccc1)N/C(=C/c1ccccc1)C(=O)NCCCO	0.3	/	-6	/	-14	-8	-2	1
CC(C)CC(=O)NCCc1ccncc1	/	-1	4	1	/	/	/	-17
CN(CC(=O)Nc1ccccc1Cl)C(=O)CSc1nnc(-c2ccco2)n1C	4.0	-2	/	0	/	8	5	-5
Cc1ccc(CNC(=O)c2ccc(N3CCC4(CC3)CC(c3ccccc3)=NO4)c(NC(=O)c3c(Cl)cccc3Cl)c2)cc1	-2.6	-4	0	2	25	7	/	-4
O=S(=O)(Cc1ccccc1Cl)Nc1ccccn1	/	0	2	-5	23	/	7	/
O=C(C[C@@H]1C[C@@H]2c3cc(NC(=O)C4CCOCC4)ccc3O[C@@H]2[C@H](CO)O1)NCc1ccccn1	1.2&-0.5	5	0	0	14&5	11&0	-4	0&11
CCOc1ccccc1NC(=O)Cn1c(=O)oc2cc(Cl)ccc21	-1.4	-2	/	-1	/	-17	8	-3
COc1ccc(NC(=O)N(C)C[C@@H]2Oc3ncc(-c4ccc(C#N)cc4)cc3C(=O)N([C@@H](C)CO)C[C@@H]2C)cc1	1.2	3	9[16.7 µM]	1	3	8	-6	/
COc1cccc(CN2CC(C(=O)NCc3ccc(C)c(F)c3)CCC2=O)c1 (stereo unspecified)	1.7	-2	-2	0	-2	-22	2	7
COC(=O)c1[nH]c2ccc(F)cc2c1NS(=O)(=O)c1ccc(OC)cc1OC	/	0	11	-1	?	/	5	0
COc1ccc(Cl)cc1Cn1c(C)c(C(=O)NCc2ccccc2C(F)(F)F)sc1=O	-1.3	-4	/	0	/	-10	-12	4
COc1ccc(N2C(=S)NC3c4cc(Cl)ccc4OC2(C)C3C(=O)N(C)C)cc1 (stereo unspecified)	-2.2	0	/	0	0	31	/	2
O=C(C[C@H]1C=C[C@@H](NC(=O)c2cccnc2)[C@H](CO)O1)NCCN1CCCCC1	0.2	/	/	/	12	3	-7	0
COc1ccccc1N1CCN(CC(=O)NC(=O)NCc2ccccc2)CC1	4.8	4	1	-1	-7	/	9	1
O=C(CCC(=O)N1CCOc2ccccc21)Nc1ccccc1Cl	3.7	-9	0	0	-10	/	24	9
CN1CCc2c(sc3c2C(=O)NC(c2ccc(-c4cccc(Cl)c4)o2)N3)C1 (stereo unspecified)	/	/	-1	0	2	/	-25	/

(next part)
SMILES	CFTR F508del cor	PglD inh	miR-122 sensor	Cneo AK release	PGC1a acetyl inh	INS-1E GSIS act	C2C12 statin	FN deposit inh
COc1cccc(NC(=O)N[C@@H]2C=C[C@@H](CC(=O)Nc3ccccc3)O[C@H]2CO)c1	-1.5	1	/	-3	6	6	4	-8
O=C(C#Cc1ccccc1)NCc1ccccc1F	-1.5	10	20	-1	-9	-1	7	-3
O=C(NC(=S)Nc1ccc2c(c1)OCCO2)c1ccccc1F	-1.3	4	-2	-14	0	12	-1	-3
CCCN(C)C[C@@H]1Oc2cc(-c3ccc(C#N)cc3)ccc2S(=O)(=O)N([C@H](C)CO)C[C@@H]1C	-2.1	/	/	/	0	9	-1	-4
CS(=O)(=O)c1ccc(C(=O)OCC(=O)NNC(=O)COc2ccc(Cl)cc2)cc1	-0.2	1	-9	2	/	1	1	-3
CC(C)(C)[S@@](=O)N1Cc2cc(C(=O)NCc3ccccc3F)nc(-c3cccc(-c4cncnc4)c3)c2[C@H]1CCO	-0.1	0	/	39	21	-24	-10	31*
CC1CCCN(S(=O)(=O)c2ccc(C(=O)NC(C)c3ccccc3)cc2)C1 (stereo unspecified)	-4.7	/	-2	/	/	-36	8	9
c1ccc2oc(-c3[nH]ncc3CN(Cc3ccncc3)CC3CCCO3)cc2c1 (stereo unspecified)	1.0	1	1	-1	-9	3	0	8
CC(NS(=O)(=O)c1ccc(F)cc1)C(=O)NCc1ccncc1 (stereo unspecified)	/	-3	-3	1	-21	16	9	/
O=C(c1ccc(F)cc1)N1CC(=O)N2[C@@H](CO)[C@@H](c3ccc(C#CC4CC4)cc3)[C@@H]2C1	0.3	/	/	/	4	1	/	8
COc1ccc(C2(C(=O)N3CCOCC3)CCOCC2)cc1OC	/	-5	0	6	-10	/	/	/
O=c1[nH]c(C2CCN(S(=O)(=O)Cc3ccccc3)CC2)nc2c1nnn2Cc1ccccc1	0.3	-2	-2	-1	/	-29	1	-1
O=C(COc1ccc(S(=O)(=O)N2CCOCC2)cc1)NCc1ccco1	-0.5	1	-3	1	/	17	0	-3
O=C(Nc1ccc(F)c(Cl)c1)c1cc(-c2ccco2)on1	-0.5	1	-2	1	3	-5	5	-3
C[C@@H]1CN([C@@H](C)CO)C(=O)c2cc(NC(=O)CCC(F)(F)F)ccc2O[C@@H](C)CCCCO[C@H]1CN(C)S(=O)(=O)c1ccc(Cl)cc1	0.3	-1	-9[16.7 µM]	0	2	-11	/	2
C[C@H](NC(=O)C[C@@H]1CC[C@H](NC(=O)c2cccnc2)[C@@H](CO)O1)c1ccccc1	1.3	-7	-10[16.7 µM]	-2	2	16	-2	2
O=C(N[C@H]1CC[C@H](CCn2cc(Cc3ccccc3)nn2)O[C@@H]1CO)c1ccccn1	-0.9	1	/	-4	4	-11	12	-10
Cc1ccc2cc(/C=C/C(=O)c3ccco3)c(Cl)nc2c1	-0.1	3	3	-1	12	/	/	3
N/C(=N\NC(=O)c1cccs1)c1cc2cc(Cl)ccc2oc1=O	5.6	3	-1	0	7	-22	/	5
Cc1nn(CC(=O)OCCOc2ccc(Br)cc2)c(C)c1[N+](=O)[O-]	-4.0	/	/	/	8	-20	/	3

Looked up by compound from the list above:
SMILES	CFTR F508del cor	PglD inh	miR-122 sensor	Cneo AK release	PGC1a acetyl inh	INS-1E GSIS act	C2C12 statin	FN deposit inh
O=C(c1ccc(F)cc1)N1CC(=O)N2[C@@H](CO)[C@@H](c3ccc(C#CC4CC4)cc3)[C@@H]2C1	0.3	/	/	/	4	1	/	8
C[C@H]1CCCCO[C@@H](CN(C)C(=O)Nc2ccc(C(F)(F)F)cc2)[C@@H](C)CN([C@@H](C)CO)C(=O)c2cc(NC(=O)Nc3cccc4ccccc34)ccc2O1	-0.5	-4	3[16.7 µM]	1	/	23	38	-4
CC(C)CC(=O)NCCc1ccncc1	/	-1	4	1	/	/	/	-17

Screens (PubChem)
